# High-throughput results from PubChem BioAssay.
# HTT cytoprotect: Huntington cell model cytoprotection by ATP luminescence; Potency, µM (doses to about 56.4 µM), without a hit: cytoprotection (ATP increase), usual class: activators; PC12 HTT-Q103 induced, cytoprotection, ATP luminescence, 40 h; AID 1471; 0.14% of 230,000 active;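 further: potency means the concentration at half of the fitted maximal effect; % of control where 0% means no effect; nearly all actives have a fitted effect of over 45% in size; toxic huntingtin expression switched on by the ecdysone agonist tebufenozide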
#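 Cells were plated at 1500 per well in phenol red-free DMEM with 5% equine and 5% calf serum. Tebufenozide (100 nM final) and compounds were added, then ATPlite reagent, and luminescence was read.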
# KinaseGlo FLuc: counter-screen: inhibitors of Kinase-Glo firefly luciferase; Q27757; Kinase-Glo luciferase, ATP luminescence, 8 min; Potency, µM (doses to about 38.3 µM), for the others: at the highest dose activity change, negative = inhibition, usual class: inhibitors; 0.28% of 200,000 active; AID 1379; further: potency means the concentration at half of the fitted maximal effect; on the % scale 0 is the no-effect control and ±100 the full control effect; nearly all actives have a fitted effect of over 60% in size
#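 Light output from Kinase-Glo luciferase with luciferin and 10 uM ATP in 50 mM imidazole pH 7.2, KCl, MgCl2, Tween 20, BSA; compound pin-delivered, 8-min ambient incubation, then luminescence read.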
# SMN2 splice up: increases expression of the SMN2 splice variant; HEK293 SMN2-luciferase splicing reporter, luminescence, 30-36 h; 2.8% of 210,000 active; Potency, µM (doses to about 46.1 µM), for the others: at the top dose activity change, positive = activation, hits mostly activators; further: potency means the concentration at half of the fitted maximal effect; % of control where 0% means no effect; nearly all actives have a fitted effect of over 55% in size
#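 qHTS luciferase splicing reporter: luminescence rises when SMN2 exon 7 is included in transfected HEK293 cells. Compound exposure lasted 30-36 h at 37C, with 4.5 mM final sodium butyrate as control, followed by a ONE-Glo read.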
# HTT aggregate: inhibitors of mutant huntingtin aggregate formation in PC12 cells; Potency, µM (doses to about 46.1 µM), inactives show at the highest dose activity change, negative = inhibition, actives largely listed as inhibitors; PC12 HttQ103-GFP aggregates, Acumen cytometry, 40 h; 1.1% of 220,000 active; AID 1688; further: potency means the concentration at half of the fitted maximal effect; on the % scale 0 is the no-effect control and ±100 the full control effect; nearly all actives have a fitted effect of over 60% in size
#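 PC12 cells stably carrying ecdysone-inducible HTT exon 1 Q103–GFP were induced with tebufenozide (100 nM final) and treated with library compounds in titration. GFP aggregates in lysates were counted by laser scanning cytometry.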
# IMPase Li cell: membrane-permeable IMPase blocker, potentiated with lithium; CHO-M1 cells, IP1 TR-FRET (IP-One), carbachol + lithium; Potency, µM (titrated, usually from 59.4 µM), inactives show at the top dose activity, negative = IMPase inhibition, usual class: inhibitors; 0.35% of 210,000 active;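 further: IP1 builds up when IMPase is blocked and the TR-FRET signal falls; potency means the concentration at half of the fitted maximal effect; plate controls were basal vehicle for no effect and high inhibitor control for full effect; nearly all actives have a fitted effect of over 50% in size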
#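 Steps: plate 2000 CHO-M1 cells per well and culture 16–30 h; add compound and lithium; incubate 30 min, 37C; add d2-IP1 tracer and Eu cryptate anti-IP1 antibody in lysis buffer; read after 10 min at room temperature.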
# Lamin A splicing: changes lamin A minigene splicing in HeLa cells; HeLa LMNA splicing GFP/RFP minigene ratio, 48 h; Potency, µM (top dose mostly 46.1 µM), for inactives: at the top dose ratio change, negative = inhibition, most hits filed as inhibitors; 0.01% of 200,000 active; active means well fitted inhibition curve with a large enough effect in the signal ratio, with a control signal flat, not every such curve was filed as active; inconclusive means small, poorly fitted or top-dose-only effect, or effect the other way, or a change in a side signal; the % refers to the signal ratio; further: potency means the concentration at half of the fitted maximal effect; on the % scale 0 is the no-effect control and ±100 the full control effect
#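 Read-out is the ratio of GFP to DsRed2 object intensity, acquired by 488 nm laser-scanning cytometry on HeLa lamin A-EGFP minigene reporter cells. Compound incubation 48 hrs at 37 °C in Opti-MEM with 2% FBS; DMSO 0.5% final.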
# CBFb-RUNX1 inh: CBF-beta/RUNX1 interaction disruption; AlphaScreen CBFb-His/RUNX1-biotin binding, biochemical; Potency, µM (highest dose often 59.8 µM), for the others: at the highest dose activity, negative = inhibition, hits mostly inhibitors; 230,000 tested, under 10 active; further: % of control where 0% means no effect
# Target sequence (Q01196 whole entry, looked up): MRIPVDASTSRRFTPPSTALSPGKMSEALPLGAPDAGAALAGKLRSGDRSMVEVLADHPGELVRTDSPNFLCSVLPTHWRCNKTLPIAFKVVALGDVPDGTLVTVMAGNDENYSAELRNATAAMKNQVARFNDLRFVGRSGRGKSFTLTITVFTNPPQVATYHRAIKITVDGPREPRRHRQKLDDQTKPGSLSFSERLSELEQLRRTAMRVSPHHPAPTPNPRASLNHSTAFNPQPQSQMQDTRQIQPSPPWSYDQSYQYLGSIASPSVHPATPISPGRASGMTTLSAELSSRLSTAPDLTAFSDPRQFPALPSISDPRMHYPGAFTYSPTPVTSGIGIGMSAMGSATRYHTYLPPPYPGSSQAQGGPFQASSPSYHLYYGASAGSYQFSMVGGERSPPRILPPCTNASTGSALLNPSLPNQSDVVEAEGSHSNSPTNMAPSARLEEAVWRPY
# Target sequence (Q13951 whole entry, looked up): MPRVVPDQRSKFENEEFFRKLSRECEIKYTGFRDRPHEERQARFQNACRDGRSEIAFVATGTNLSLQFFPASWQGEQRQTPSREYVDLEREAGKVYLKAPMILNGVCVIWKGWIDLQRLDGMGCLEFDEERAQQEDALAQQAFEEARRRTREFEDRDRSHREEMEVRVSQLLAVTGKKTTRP
#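 His-tagged CBF-beta and biotinylated RUNX1 (30 nM each) were premixed 20 min at room temperature, exposed to compound for 15 min, then given nickel-chelate and streptavidin AlphaScreen beads (50 ng each). After 90 min, AlphaScreen signal was read.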
# * marks the source's active call; other numbers are inactive results; ? = inconclusive; . = no result given; & = joins results of further samples; [ ] = remark or other dose. Unless noted, the call rests on the fitted dose curve; in most records, active means well fitted curve in the direction sought with a large enough effect; inconclusive means small, poorly fitted or top-dose-only effect, or another doubt; inactive means no such curve, though single readings can be large; an effect the other way counts as inactive or inconclusive.
SMILES,HTT cytoprotect,KinaseGlo FLuc,SMN2 splice up,HTT aggregate,IMPase Li cell,Lamin A splicing,CBFb-RUNX1 inh
O=C(CNC(=O)c1cccs1)NCCN1CCN(c2ccccc2F)CC1,12.2%[0.074 µM],-2.5%,-25.7%,-7.8%,23.6%[38.3 µM],20.6%,-0.2%
O=C(OCC(=O)N1CCC(Cc2ccccc2)CC1)c1ccc[nH]c1=O,-25.2%,-1.1%,-18.3%,-11.2%,7.2%[38.3 µM],6.3%,7.3%
O=C1CC2(CCCC2)CC(=O)N1CCCCNCC1COc2ccccc2O1 (centres undefined),-72.4%[inhibitor],.,5.9%,.,-4.8%,.,-2.5%
O=C(OCC(=O)c1c[nH]c2ccccc12)c1cc2ccccc2cc1O,.,3.3%,9.8%,18.8%,8.6%,-9.1%,-8.3%
C=CCN(CC=C)C(=S)NCCc1ccc(OC)c(OC)c1,-11.1%[10 µM],1.8%,-20.8%,9.7%,11.6%,-10.2%,6.5%
O=C(Nc1ccccc1)Nc1snnc1C(=O)Nc1cccc(O)c1,-41.1%[inhibitor],0.5%,19.7%,-5.9%,2.0%,?,28.7%
COc1ccc2[nH]cc(C(=O)CN3CCN(C/C=C/c4ccccc4)CC3)c2c1,-21.9%[0.074 µM],2.9%,0.0%,7.9%[9.22 µM],12.4%[38.3 µM],2.9%,6.1%
CC1=NNC(=O)C1CCC(=O)N/N=C/C(Br)=C/c1ccccc1 (centres undefined),-3.0%[10 µM],.,.,-0.5%,.,?,0.0%
Cc1cc(C(=O)Nn2c(C3CCCCC3)nc3ccccc3c2=O)ccc1[N+](=O)[O-],-15.7%[10 µM],1.8%,-36.8%[inhibitor],?,6.2%,?,-8.8%
N#Cc1cc(C(=O)c2cc(Br)ccc2O)cn(C2CCCCC2)c1=O,-10.7%,-2.8%,-23.0%,18.2%,11.7%[38.3 µM],13.4%,-8.7%
Cc1ccc(OCC(O)CNC(=O)c2ccccc2C(=O)O)cc1 (centres undefined),37.6%,-3.6%,-3.8%,-2.7%,-0.2%[38.3 µM],2.2%,1.2%
CCc1nc(C#N)c(N2CCOCC2)o1,19.1%[10 µM],0.5%,-6.0%,-11.7%,1.3%,-3.1%,1.7%
Cc1ccc(-n2c(O)c(/C=N/n3cnnc3)c3ccccc3c2=O)cc1,-71.3%&-4.4%[inhibitor],0.3%&0.1%,0.4%,-8.9%&19.9%,-22.2%[38.3 µM],?,-4.7%&-12.6%
CC(C)(C)OC(=O)NCCCC[C@H](NC(=O)c1nc[nH]c1C(=O)NC(c1ccccc1)c1ccccc1)C(=O)OC(C)(C)C,5.2%[10 µM],.,.,1.2%[9.22 µM],-8.4%,.,10.2%
CCCc1cc(=O)[nH]c(SCC)n1,42.7%,0.2%,-6.7%,11.2%,2.8%[38.3 µM],9.2%,-3.4%
CN(C)S(=O)(=O)c1ccc(C(=O)Nc2ccc(OCC(=O)N3CCOCC3)cc2)cc1,-15.8%,0.4%,-0.2%,4.0%,4.9%[38.3 µM],-4.3%,7.7%
COC(=O)c1cccc(NC(=O)Nc2ccccc2OC)c1,4.7%[10 µM],.,.,-15.2%[9.22 µM],-3.8%,.,22.8%
Cc1ccc(-c2cc(=O)c3cc(F)ccc3[nH]2)cc1,.,-1.3%,?,-2.7%,-2.0%,-16.1%,2.5%[2.36 µM]
CCOC(=O)CCCSc1nc2sc3c(c2c(=O)[nH]1)CCC3,24.1%,9.9%,-8.9%,9.4%[9.22 µM],6.0%[38.3 µM],7.1%,2.8%
Cc1ccc(CSc2nc3ccncc3[nH]2)cc1,-119.8%[inhibitor],11.2µM*,7.08µM*,-26.6%,16.5%[38.3 µM],-3.0%,2.2%
CC1CCCCN1S(=O)(=O)c1ccc(C(=O)Nc2nnc(-c3ccncc3)o2)cc1 (centres undefined),-94.4%[inhibitor],-0.4%,-62.3%[inhibitor],?,-6.3%,?,?
COC1(OC)N=C(N)C2(C#N)C(c3cccc(Oc4ccccc4)c3)C12C#N (centres undefined),-14.0%,-2.2%,8.6%,1.7%,32.2%[activator][38.3 µM],-7.9%,1.9%
Cc1cc(C)nc(N2CCN(CC(=O)NCc3ccccc3)CC2)n1,-10.4%,.,.,1.3%,.,-3.8%,3.8%
N#CCCCn1c(O)c(N=NC(=O)C(O)c2ccccc2)c2ccccc21 (centres undefined),14.0%[10 µM],.,.,6.7%[9.22 µM],.,.,-9.4%
COCCn1c(N)c(C#N)c2nc3ccccc3nc21,8.8%,-4.3%,8.5%,6.4%,-9.0%[38.3 µM],?,8.1%

# Retrieved by structure from the entries so far:
SMILES,HTT cytoprotect,KinaseGlo FLuc,SMN2 splice up,HTT aggregate,IMPase Li cell,Lamin A splicing,CBFb-RUNX1 inh
COC1(OC)N=C(N)C2(C#N)C(c3cccc(Oc4ccccc4)c3)C12C#N (centres undefined),-14.0%,-2.2%,8.6%,1.7%,32.2%[activator][38.3 µM],-7.9%,1.9%
O=C(Nc1ccccc1)Nc1snnc1C(=O)Nc1cccc(O)c1,-41.1%[inhibitor],0.5%,19.7%,-5.9%,2.0%,?,28.7%
COCCn1c(N)c(C#N)c2nc3ccccc3nc21,8.8%,-4.3%,8.5%,6.4%,-9.0%[38.3 µM],?,8.1%
COC(=O)c1cccc(NC(=O)Nc2ccccc2OC)c1,4.7%[10 µM],.,.,-15.2%[9.22 µM],-3.8%,.,22.8%
Cc1ccc(-n2c(O)c(/C=N/n3cnnc3)c3ccccc3c2=O)cc1,-71.3%&-4.4%[inhibitor],0.3%&0.1%,0.4%,-8.9%&19.9%,-22.2%[38.3 µM],?,-4.7%&-12.6%
C=CCN(CC=C)C(=S)NCCc1ccc(OC)c(OC)c1,-11.1%[10 µM],1.8%,-20.8%,9.7%,11.6%,-10.2%,6.5%
O=C(CNC(=O)c1cccs1)NCCN1CCN(c2ccccc2F)CC1,12.2%[0.074 µM],-2.5%,-25.7%,-7.8%,23.6%[38.3 µM],20.6%,-0.2%

# New compounds follow:
SMILES,HTT cytoprotect,KinaseGlo FLuc,SMN2 splice up,HTT aggregate,IMPase Li cell,Lamin A splicing,CBFb-RUNX1 inh
Cc1ccccc1CSc1nc2ccccc2c(=O)[nH]1,14.5%[10 µM],-3.1%,5.6%,-26.8%,12.4%,17.5%,4.3%
CC(C)Sc1nnc([C@H](Cc2c[nH]c3ccccc23)NC(=O)OC(C)(C)C)o1,11.7%,-5.9%,.,-2.4%,27.6%[38.3 µM],-4.8%,1.9%
O=C(OCC(=O)c1c[nH]c2ccccc12)c1cccc(O)c1,26.4%[10 µM],2.2%,11.3%,10.0%,2.4%,-0.1%,2.5%
COCC(=O)N1CCC2(CCCN(c3ccc(-c4ccccc4)cc3)C2)CC1,-13.7%,-3.1%,-35.0%[inhibitor],.,20.1%,.,.
O=C(NCC1CCCO1)C(c1ccc(F)cc1)N(C(=O)Cn1nnc(-c2ccc(F)cc2)n1)c1cccc(O)c1 (centres undefined),11.6%[10 µM],0.2%,.,13.9%[9.22 µM],21.5%,-2.3%[46 µM],5.9%
O=C(CSc1ncnc2c1oc1ccccc12)Nc1ccccc1C(F)(F)F,-8.2%[10 µM],6.6%,-26.7%,-15.3%,5.62µM*,-2.7%,-7.1%
CNC(=O)C1(C)C=CC2(CCCCC2)N1C(C)=O (centres undefined),20.6%,-3.8%,-44.6%[inhibitor],.,-9.1%,.,20.1%
COc1ccc(/C=N/NC(=O)c2cccc([N+](=O)[O-])c2)cc1OC,.,-3.9%,3.0%,.,4.4%,?,1.7%
NC1=NC(=Nc2ccccc2)c2ccccc21,-33.9%,-4.9%,?,-11.2%,10.8%[38.3 µM],?,8.1%
NC(=O)NC(=O)COC(=O)CNS(=O)(=O)c1ccc(F)c(F)c1F,23.7%[10 µM],.,.,15.1%[9.22 µM],.,.,6.6%
CC(=O)OC1CCC2(C)C(CCC3(C)C2C(=O)C=C2C4CC(C)(C(=O)OCCN5CCCCC5)CCC4(C)CCC23C)C1(C)C (centres undefined),4.8%[1.9 µM],0.7%,.,.,3.5%,.,10.2%[21.7 µM]
COc1ccc(OC)c(-n2cnc3cc(C(=O)NCCCN4CCOCC4)ccc32)c1,-20.2%,-4.8%,3.9%,-12.9%,2.6%[38.3 µM],-10.7%,-3.8%
CC1(c2ccccc2)NC(=O)N(CC(=O)NC(=O)NC2CCCC2)C1=O (centres undefined),1.6%[10 µM],6.1%,6.3%,18.7%,6.1%[38.3 µM],-9.6%,2.3%
CC(C)OC(=O)C(C(=O)C(F)(F)F)c1cc(NS(=O)(=O)c2ccc3ccccc3c2)c2ccccc2c1O (centres undefined),41.4%[10 µM],3.3%,-3.5%,-4.7%,11.9%,?,-1.5%
CC(C)NS(=O)(=O)c1cc(C(=O)O)ccc1Cl,.,0.0%,-13.6%,6.6%,-10.2%,-10.2%,-0.3%
CC(=O)N1C(=O)N(C)C2C1N(C(C)=O)C(=O)N2C (centres undefined),-11.0%[10 µM],6.5%,15.4%,0.7%,-10.0%,-3.8%,5.8%
CN(C(=O)COC(=O)c1ccc[nH]c1=O)C1CCCCC1,7.3%,0.3%,-3.1%,-0.7%,-3.8%,-5.5%[46 µM],4.0%
Cc1ccccc1C1N(c2nccs2)C(=O)C2CCCN21 (centres undefined),-29.2%,.,.,10.9%,4.7%,.,1.4%
COc1ccc(CNC(=O)C2CCC(CNS(=O)(=O)c3cccc4nsnc34)CC2)cc1 (centres undefined),-32.2%,-3.8%,-41.2%[inhibitor],0.0%,3.4%[38.3 µM],3.3%,7.2%
CC(Sc1nc2scc(-c3ccccc3)c2c(=O)[nH]1)C(=O)NC(N)=O (centres undefined),-8.6%[10 µM],.,.,-4.0%[9.22 µM],.,.,11.4%
CCOC(=O)c1sc(=S)n(-c2ccc(Cl)cc2)c1SC,-8.2%,1.4%,-4.2%,-4.9%,19.3%[38.3 µM],12.3%,-14.0%
CCN(CC)C(=O)N1CCN(S(=O)(=O)c2ccccc2)CC1,30.3%[10 µM],-0.6%,-10.5%,18.0%[9.22 µM],10.9%,.,3.6%
